Screens: PubChem, Emory University Molecular Libraries Screening Center
14-3-3 PPI – 14-3-3 gamma protein interaction modulation | P61981 | FP, 14-3-3gamma / TMR-pS259-Raf peptide binding | inhibition, % at 40 µM | 0.19% of 160,000 active | AID 422; in the data active = inhibition above about 30%;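 note: 0% = protein plus tracer without compound and 100% = blank with tracer alone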
Target sequence (P61981 whole entry, looked up): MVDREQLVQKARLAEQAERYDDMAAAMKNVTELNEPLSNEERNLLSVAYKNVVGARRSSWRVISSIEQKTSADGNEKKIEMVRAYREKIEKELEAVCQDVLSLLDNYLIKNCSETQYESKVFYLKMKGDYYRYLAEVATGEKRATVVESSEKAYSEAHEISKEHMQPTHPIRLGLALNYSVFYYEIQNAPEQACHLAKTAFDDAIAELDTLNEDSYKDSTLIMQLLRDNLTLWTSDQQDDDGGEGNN
* = called active by the depositor; & = joins results of further samples.

SMILES | 14-3-3 PPI
CCC(=O)N1CCc2cc(Br)cc(S(=O)(=O)Nc3ccc(OC)c(OC)c3)c21 | -11.8
CCN1C(=O)c2cccc3c(N4CCCCC4)ccc(c23)C1=O | -13.1
Cc1ccc(N2C(=O)C(=O)/C(=C(/O)c3ccccc3)C2c2ccccc2)cc1 (stereo not drawn) | -7.6
O=C(CCCn1c(=S)[nH]c2ccsc2c1=O)Nc1ccc2c(c1)OCCO2 | -2.8
CCc1nccn1S(=O)(=O)c1cc(Cl)ccc1OC | -7.5
CCOC(=O)NC1(C(F)(F)F)NC(=O)N(C2CCCCC2)C1=O (stereo not drawn) | -3.9
COc1ccccc1CNC(=O)c1cnc(Nc2ccc(C)c(Cl)c2)c2ccccc12 | -6.3
CC(CCc1ccccc1)NC(=O)C1CCN(S(=O)(=O)c2ccc(Br)s2)CC1 (stereo not drawn) | -2.3
COc1ccccc1Nc1nc(N2CCOCC2)c2ccccc2n1 | -5.4
c1ccc(-c2cc(N3CCCCCC3)n[nH]2)cc1 | -12.9
Cc1c2c(nc3c(C)cccc13)OC(C)C2 (stereo not drawn) | -5.2
O=C(Nc1nc(-c2ccc(F)cc2)cs1)c1ccc(Cl)cc1 | 8.3
COc1ccc(Cl)cc1Nc1nc(-c2sc(C)nc2C)cs1 | -7.3
COC(=O)CSC1=C(C#N)C(=O)NC2(CCCCC2)S1 | 5.9
COc1cc2c(cc1OC)C(COc1ccc3c(C)cc(=O)oc3c1)N(C(=O)C(C)(C)C)CC2 (stereo not drawn) | 4.0
C(=C\c1ccccc1)/CN1CCN(C(c2ccccc2)c2ccccc2)CC1 | -5.1&1.8
CCOc1ccc(NC(=O)c2csc3c2CCCC3)cc1 | -1.3
c1ccc2c(c1)nc(-c1ccncc1)n1nnnc21 | 1.6
COc1cc(-c2nc3ccccn3c2NCC2CCCO2)ccc1O (stereo not drawn) | 2.7
Cn1c(SCc2c[nH]c3cc([N+](=O)[O-])ccc23)nc2sc3c(c2c1=O)CCCC3 | 1.1
CCOc1ccc2nc(NC(=O)CCS(=O)(=O)c3ccc4c(c3)CCN4C(C)=O)sc2c1 | -67.4
CC1=C(C(=O)OCC(C)C)C(c2cccc(O)c2)C2=C(CC(c3ccccc3)CC2=O)N1 (stereo not drawn) | -5.1
COCCOC(=O)c1c(C)oc2ccc(OCc3cc(C(=O)OC)oc3C)cc12 | -3.6
O=C(CNc1ccc(Oc2ccccc2)cc1)N1CCOCC1 | -7.0
c1ccc(CN2CCN(c3ncnc4c3c(-c3ccccc3)cn4-c3ccccc3)CC2)cc1 | -5.8
O=C(Nc1cccc2ccccc12)c1ccccc1 | -6.0
CC(C)CNS(=O)(=O)c1ccc(C(=O)Nc2ccc3c(c2)OCCO3)cc1 | 7.2
Cc1ccc(CSC2=NCCN2C(=O)c2cc3ccccc3o2)cc1 | -1.8
CCC(C)NC(=O)CNC(=O)Cn1cnc2sc(C)cc2c1=O (stereo not drawn) | -8.4
Cc1ccc(C)c(N2CCN(C(=O)COc3cc(=O)n(C)c4ccccc34)CC2)c1 | 7.0
O=C(CS(=O)(=O)Cc1ccccc1)N1CCc2ccccc2C1 | -13.5
CCOC(=O)c1c(-c2ccccc2)oc2ccc(O)cc12 | -10.0
CC(=O)NC1C(=O)N(CCc2ccccc2)c2ccccc21 (stereo not drawn) | -2.1
CCC(CC)C(=O)Nc1nnc(COC)s1 | 6.3
Fc1cccc(-c2nc3cc(N=CC=Cc4ccccc4)ccc3o2)c1 | -30.8
COc1ccc(C2C=C(c3ccc(Cl)cc3)Nc3ncnn32)cc1OC (stereo not drawn) | -0.9
CC(=O)N[C@@H](CS)C(=O)O | -9.6&-7.9
Cc1ccc(C=Cc2nc3cc4ccccc4cc3n2C)o1 | -83.6
Cc1noc(C)c1COC(=O)CCCc1nc2ccccc2s1 | -1.1
Cc1c(C(=O)Oc2ccc(C#N)cc2)sc2ncn(Cc3ccccc3Cl)c(=O)c12 | 3.2
CCn1c(SCC#N)nc2c(c1=O)C1(CCCC1)Cc1ccccc1-2 | 2.5
CCOC(=O)c1ccc(NC(=O)C2C3C=CC(C3)C2C(=O)O)cc1 (stereo not drawn) | -19.7
O=C(CSc1nc2ccccc2c(=O)[nH]1)c1ccc(O)c(O)c1 | -3.1&-20.2
Nc1c(C(=O)c2cccs2)sc2nc3c(c(-c4cccs4)c12)CCCC3 | -162.1
COc1ccc(N2C(=O)CC(N3CCN(c4ccc(S(=O)(=O)N5CCCC5)cc4)CC3)C2=O)cc1 (stereo not drawn) | -5.4
O=C(CN1C(=O)c2cccc([N+](=O)[O-])c2C1=O)Nc1ccc(OC(F)(F)F)cc1 | -6.2
C=CCc1cc(C)ccc1OCC(O)Cn1cnc2ccccc21 (stereo not drawn) | 2.0
N#Cc1c(NC(=O)c2noc3c2CCCCC3)sc2c1CCCC2 | -5.7
C=CCn1c(=O)c(C(=O)Nc2ccc(O)cc2)c(O)c2ccccc21 | -17.7
CCN(CC)c1ccc(NC(=O)COc2ccccc2C)cc1 | -38.9
(listing goes on)
SMILES | 14-3-3 PPI
Cn1c(=O)[nH]c(=O)c2c1nc(N1CCNCC1)n2CCOc1ccccc1 | -1.2
CCCOc1ccc(C(=O)Nc2ccc3c4c(cccc24)CC3)cc1 | -8.9
O=C(NCCN1CCOCC1)c1c[nH]c2ccc(S(=O)(=O)N3CCOCC3)cc2c1=O | 6.0
c1ccc(SN=C(c2ccccc2)c2ccccc2)cc1 | 0.3
COc1ccc(C(=O)N2CCN(S(=O)(=O)c3ccc(Cl)cc3)CC2)cc1 | -4.2
CCc1ccc(NC(=O)CS(=O)CC(=O)NC(C)CCc2ccco2)cc1 (stereo not drawn) | -1.6
O=C(CCN1CCN(c2ccccc2)CC1)Nc1nccs1 | -0.4
CCOC(=O)c1c(C)nc2sccn12 | -2.0
Cc1cc(NC(=O)c2ccc(Cl)cc2)no1 | -4.3
COCc1cc(=O)[nH]c(Nc2nc(C)c3ccc(C)cc3n2)n1 | -0.8
CCS(=O)(=O)N1CCN(c2c(Cl)cccc2[N+](=O)[O-])CC1 | -0.3
CCOc1ccc(-c2cc(C(=O)N3CCN(C)CC3)c3ccccc3n2)cc1 | -4.2
CC1CCCN(C(=O)CSc2nnc(-c3ccc(S(=O)(=O)N4CCOCC4)cc3)n2C)C1 (stereo not drawn) | 3.8
O=C(O)CN1C(=O)C(=O)c2cc([N+](=O)[O-])ccc21 | -1.8
O=C(NCCc1ccccn1)C1CC(=O)N(Cc2ccccc2Cl)C1 (stereo not drawn) | 2.6
CCC(C)(C)NC(=O)CN(C(=O)c1snc(C(N)=O)c1N)c1ccc2c(c1)OCO2 | -1.8
O=C(NCc1ccc(F)cc1)c1noc2c1CCCC2 | -4.1
C=CCN(CC=C)Cc1c(C)[nH]c2c(C)cc(C)cc2c1=O | -8.7
c1nc(Oc2ccc3c4c2CCCN4CCC3)c2c3c(sc2n1)CCCC3 | -11.6
Cc1nc(/C=[N+](\[O-])C(C)(C)/C=N/O)n(O)c1C | -10.2
Cc1nc(SCC(=O)c2ccc(O)c(O)c2)c(C#N)c(-c2ccc(Br)cc2)c1C#N | -18.2
Cc1ccc(C(=O)Nc2ccc(Br)cc2)cc1S(=O)(=O)NCc1ccccc1 | -10.9
COC(=O)CSc1nnc2n(-c3ccc(OC)cc3)c(=O)c3c4c(sc3n12)COC(C)(C)C4 | 2.5
CCCCN=C(C(=O)NC1CCCCC1)c1ccccc1NC(C)=O | -0.8
Cc1ccc(C)c(NC(=O)CCN2CCN(CC=Cc3ccccc3)CC2)c1 | -1.8
Cc1ccc(N2C(=O)CC(NCCc3c[nH]c4ccccc34)C2=O)cc1 (stereo not drawn) | 3.2
COC(=O)Nc1ccc(C)c2nsnc12 | -8.1
CCOc1cc(C2C3=C(CC(C)(C)CC3=O)NC3=C2C(=O)CC(C)(C)C3)ccc1OCc1ccccc1 | 2.7
FC(F)C(F)(F)C1=CC(c2ccccc2)=NCCN1 | -5.8
Nc1ncnc(NCCC(c2ccccc2)c2ccccc2)c1[N+](=O)[O-] | -12.4
COc1ccc(C2CC(=O)c3c([nH]c(C(=O)OC4CCCCC4)c3C)C2)cc1OC (stereo not drawn) | -8.9
O=c1c2cc(I)ccc2[nH]c(=S)n1CCC1=CCCCC1 | -0.8
CCSc1nc(-c2ccco2)ccc1C#N | -28.3
COc1ccc(C(=O)Nc2nc3ccccc3s2)cc1Br | -0.5
Cc1nnc(Sc2cc(C(=O)NCc3ccccc3Cl)c3ccccc3n2)s1 | 5.5
O=C(CN(Cc1ccc2c(c1)OCO2)C(=O)CSc1nc2ccccc2o1)NC1CCCCC1 | -3.5
CC(=O)Nc1ccc(S(=O)(=O)Nc2ccc(OCc3ccccc3)cc2)cc1 | -32.4
Cc1c(C(=O)NCc2ccc(F)cc2)sc2ncnc(N(C)c3ccccc3)c12 | -5.1
CCSc1nnc2c(n1)[nH]c1ccc(CC)cc12 | 0.4
CCOc1cc2[nH]c(=S)n(Cc3ccc(OC)cc3)c(=O)c2cc1OCC | 3.9
CCOc1ccc(Nc2ccc(C(=O)O)cc2[N+](=O)[O-])cc1 | -5.0
COc1ccc([N+](=O)[O-])cc1NC(=O)CCN1CCC(C)CC1 | 6.7
Cc1ccc(S(=O)(=O)NCC(=O)Nc2ccc(C)cc2C(=O)c2ccccc2)cc1 | -1.9
Cc1cc(Cl)ccc1OCC(=O)Nc1sc2c(c1C(N)=O)CCC2 | -56.2
COC(=O)CNS(=O)(=O)c1ccc(OC)cc1 | 10.8
O=C(Nc1ccc2oc(-c3ccc(F)cc3)nc2c1)c1ccc([N+](=O)[O-])o1 | -29.5
CCOC(=O)c1c(-c2ccc(C)cc2C)csc1NC(=O)CSc1nnnn1C | -8.9
S=c1nc2ccc(Br)cc2c2[nH]c3ccccc3n12 | -6.9
COC(=O)CN1C(c2ccc(OC)cc2)Nc2ccc(Br)cc2C1c1ccccc1 (stereo not drawn) | -4.3
COc1cc(NC(=O)c2ccc3c(=O)n(Cc4ccco4)c(=S)[nH]c3c2)cc(OC)c1OC | -4.5&-13.0
Later entries
SMILES | 14-3-3 PPI
CCc1ccccc1NC(=O)c1cc2cc3ccc(OC)cc3nc2o1 | 17.8
CCc1nnc(NC(=O)c2ccc(N(C)S(=O)(=O)c3ccccc3)cc2)s1 | -5.6
CC1=C(C(=O)NCCN2CCOCC2)C2(CCC(C)CC2)OC1=O (stereo not drawn) | -3.7
O=C(Cn1ncc2c1-c1ccccc1OC2)N(Cc1ccco1)C1CCCCC1 | -4.5
CCC(CO)N=CC1=C(O)CC(C)(C)CC1=O (stereo not drawn) | -14.6
O=C1C(=O)N(CCN2CCOCC2)C(c2ccccc2F)/C1=C(\O)c1ccc(S(=O)(=O)N2CCOCC2)cc1 (stereo not drawn) | -2.4
COc1ccc(Oc2c(C(F)(F)F)oc3cc(OC)ccc3c2=O)cc1 | -1.2
COc1ccccc1NC(=O)CCCCCN1C(=O)c2cccc([N+](=O)[O-])c2C1=O | -5.0
Cc1ccc(S(=O)(=O)Nc2cc(C)nn2-c2ccccc2)cc1 | -0.9
CCC(=O)N1CCc2cc(S(=O)(=O)CCC(=O)Nc3ccc(OC)c(Cl)c3)ccc21 | 13.7
O=C(Cc1cccs1)N(c1ccccc1)C1(C(=O)NC2CCCC2)CCCCC1 | -6.2
O=C(COC(=O)C1=COCCO1)Nc1ccccc1Oc1ccccc1 | 1.3
COc1ccc2[nH]c(=O)c3c(c2c1)OC(C)(C)C=C3 | -7.6
O=C1c2cccc3cccc(c23)C(=O)N1CCCCCc1n[nH]c(=S)o1 | -8.4
COc1ccc(-n2nc3c(c2NC(=O)c2ccc(Cl)c([N+](=O)[O-])c2)CSC3)cc1 | 0.4
O=C(Nc1ccc(S(=O)(=O)N2CCOCC2)cc1)c1ccco1 | 0.0
COc1ccc(C/C(O)=C(\C#N)c2nc3ccccc3s2)cc1 | -5.5
Cc1ccc(C)c(NC(=O)C2CCN(C(=O)c3ccc(F)cc3)CC2)c1 | -1.3
Cc1cccc(OCC(=O)Nc2ccc(S(=O)(=O)N3CCCC3)cc2)c1 | -3.5&-4.4
COc1ccc(-c2cc(C(F)(F)F)n3nc(C(=O)N4CCN(c5ccccc5Cl)CC4)cc3n2)cc1 | 0.5
CCCN1CCN(C(=O)c2sc3ncn(CC(=O)N4CCCCC4C)c(=O)c3c2C)CC1 (stereo not drawn) | -3.2
Cc1ccc(-c2c3c(=O)n(C)c(=O)n(C)c3cn2Cc2cccnc2)cc1 | 3.2
Cc1ccc2[nH]c(=O)c(CN(C)C(=O)c3ccccn3)cc2c1 | 4.6
N#Cc1ccc(Oc2ccc(C(=O)OCC(=O)c3ccc(Cl)cc3)cc2)cc1C#N | -5.1
CCCCC1CCC(C(=O)Nc2c3c(nn2-c2ccc([N+](=O)[O-])cc2)CSC3)CC1 (stereo not drawn) | -5.1
COc1ccc(S(=O)(=O)CCC(=O)Nc2cccc(C(C)=O)c2)cc1 | -7.0
O=S(=O)(c1ccc(-c2csc(=Nc3ccc(F)cc3)n2CCc2ccccc2)cc1)N1CCCC1 | -6.5

This is a subset; the hit share may differ from the screen's.
